Bioassay records: PubChem BioAssay, several laboratories
MsrA inhibitor = bovine MsrA inhibition; purified bovine MsrA, absorbance read-out; inhibition, % at 15.5 µM; 360,000 compounds, 0.75% hits; AID 651718; in the data active = inhibition above about 4.5%;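 also: 0% = vehicle wells with enzyme and 100% = reference inhibitor wells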
TbMetRS inhib = blocks T. brucei methionyl-tRNA synthetase activity | inhibition, % at 11.9 µM | AID 624268 | purified T. brucei MetRS, ATP depletion, Kinase-Glo luminescence | 360,000 compounds, 0.4% hits;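 active = inhibition above a per-plate cutoff of the control wells' mean inhibition plus 3 SD, cut at about 5.5% in these data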;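 also: 0% = DMSO wells median and 100% = median of wells with control inhibitor compound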
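Test system – parasite MetRS enzyme · Reagent – substrates ATP, L-methionine and bulk Escherichia coli tRNA · Doses – 11.9 µM compound single dose, 0.9% DMSO · Times – 15 min enzyme-compound preincubation, 2 h reaction, 10 min detection, 25 °C · Signal – Kinase-Glo luminescence, ATP depletion format · Controls – DMSO-only wells as low control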
SUMO1 PPI mod = SUMO1-SIM interaction modulation | P63165 | inhibition, % at 20 µM | SUMO1 binding to a labelled peptide, TR-FRET, 1 h | 360,000 compounds, 0.33% hits; in the data active = inhibition above about 37%
E coli Lon inh = E. coli protease La inhibition; 360,000 compounds, 0.42% hits; AID 602123; P0A9M0; inhibition, % at 7.94 µM; purified E. coli Lon protease, fluorescence polarization; in the data active = inhibition above about 13%, passing the limit was not always enough;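 also: 0% = enzyme with probe and DMSO and 100% = no enzyme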
STEP inh = blocks human striatal-enriched tyrosine phosphatase. recombinant STEP, OMFP fluorogenic substrate, fluorescence. inhibition, % at 20 µM. 360,000 compounds, 0.25% hits;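 active = inhibition at 20 µM, scaled per plate between control wells, above about 37%, limit read from the data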;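 also: 0% = DMSO with enzyme and substrate and 100% = substrate only without enzyme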
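System: isolated STEP enzyme; schedule: 20 min enzyme reaction at room temperature, protected from light; medium: Bis-Tris buffer pH 6.0, 2.5 mM DTT, 0.005% Tween 20; signal: fluorescence, 480/540 nm; dosing: single compound dose of 20 µM, 1% DMSO final; also added: OMFP substrate, 25 µM final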
CendR NRP1 mod = NRP-1/CendR interaction modulation; FAM-RPARPAR peptide binding to NRP-1, fluorescence polarization; inhibition, % at 25 µM; 360,000 compounds, 0.85% hits;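 active = inhibition or corrected inhibition above about 18%, plus a signal ratio from 0.5 to 1.5, limit read from the data, passing the limit was not always enough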; also: strong numbers were not always called active
Target sequence (O14786 whole entry, looked up): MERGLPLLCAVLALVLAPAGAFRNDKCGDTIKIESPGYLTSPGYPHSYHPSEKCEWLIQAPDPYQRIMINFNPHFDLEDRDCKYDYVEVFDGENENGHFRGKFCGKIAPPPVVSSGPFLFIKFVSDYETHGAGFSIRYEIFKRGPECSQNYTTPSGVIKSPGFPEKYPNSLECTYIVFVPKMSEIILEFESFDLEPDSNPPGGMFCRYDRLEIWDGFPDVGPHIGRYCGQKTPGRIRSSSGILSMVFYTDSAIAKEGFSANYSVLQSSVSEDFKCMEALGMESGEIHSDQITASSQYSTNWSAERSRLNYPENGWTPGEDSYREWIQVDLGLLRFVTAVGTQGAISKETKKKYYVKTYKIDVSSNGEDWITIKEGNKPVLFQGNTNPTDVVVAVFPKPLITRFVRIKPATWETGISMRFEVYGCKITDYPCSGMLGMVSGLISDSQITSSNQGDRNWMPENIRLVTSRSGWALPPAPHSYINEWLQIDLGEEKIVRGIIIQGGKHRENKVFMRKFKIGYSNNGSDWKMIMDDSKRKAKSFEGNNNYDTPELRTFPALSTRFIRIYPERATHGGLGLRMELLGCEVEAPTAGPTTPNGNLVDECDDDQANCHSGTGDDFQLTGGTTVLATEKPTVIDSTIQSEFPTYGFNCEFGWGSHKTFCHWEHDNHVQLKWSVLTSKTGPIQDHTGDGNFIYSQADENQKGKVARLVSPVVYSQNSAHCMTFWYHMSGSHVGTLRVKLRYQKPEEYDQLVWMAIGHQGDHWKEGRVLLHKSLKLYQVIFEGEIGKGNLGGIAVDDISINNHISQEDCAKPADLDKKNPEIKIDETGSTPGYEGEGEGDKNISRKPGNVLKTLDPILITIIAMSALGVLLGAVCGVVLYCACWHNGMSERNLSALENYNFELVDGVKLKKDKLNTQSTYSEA
Scp-1 inhibitor = blocks human Scp-1 phosphatase activity; Q9GZU7; Recombinant Scp1, phosphopeptide, malachite green phosphate absorbance; inhibition, % at 20 µM; 340,000 compounds, 0.88% hits;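 active = inhibition above about 50% at 20 µM, limit read from the data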;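 also: plate controls were DMSO wells with enzyme for no effect and wells lacking enzyme for full effect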
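System: SCP-1 catalytic domain; Reagent: Phospho 17-mer peptide substrate; Doses: one concentration, 20 µM, with 1.0% DMSO; Incubation: 45 min room-temperature reaction, 5 min colour, 30 min stabiliser; Signal: Phosphate-binding colour reagent, absorbance read at 630 nm.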
DNMT1 inh = inhibitors of human DNMT1; P26358; DNMT1 molecular beacon, Hinp1I cleavage, fluorescence; inhibition (reported as % activation of signal), % at 10 µM; 360,000 compounds, 0.83% hits; in the data active = inhibition above about 50%
bovine MsrA act = bovine methionine sulfoxide reductase A activation. purified bovine MsrA, absorbance read-out. activation, % at 10.6 µM. 360,000 compounds, 0.3% hits; in the data active = activation above about 7.5%;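 also: 0% = vehicle and 100% = reference activator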
LMPTP block = LMPTP (human) inhibition; inhibition, % at 20 µM; P24666; recombinant LMPTP-A, OMFP fluorogenic substrate, fluorescence intensity; AID 651560; 360,000 compounds, 0.22% hits;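 active = compounds that cut the enzyme signal by at least half of the control window in the single-dose screen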;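 also: plate controls were DMSO wells with enzyme plus substrate for no effect and substrate without enzyme for full effect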
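Test system: LMPTP-A phosphatase enzyme; input: 0.625 nM LMPTP-A final; reagent: OMFP substrate, 400 µM final; compound dosing: 20 µM single dose, 3% DMSO; incubation: 50 min dark incubation at room temperature; measured by: endpoint fluorescence intensity from OMFP dephosphorylation; measure: % inhibition relative to no-enzyme and uninhibited control wells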
The depositor's hits bear a star; . = not tested or not shown; & = joins results of further samples.

TbMetRS inhib	DNMT1 inh	STEP inh	MsrA inhibitor	CendR NRP1 mod	bovine MsrA act	SUMO1 PPI mod	LMPTP block	Scp-1 inhibitor	E coli Lon inh	molecule
0.1	-3	1	0.3	4	3	3	1.9	-7	-12	Cn1nccc1C(=O)NC1CCCc2c1cnn2-c1ccc(C(C)(C)C)cc1 (centres undefined)
0.0	3	1	-0.6	6	-7	7	2.4	-3	-4	Cc1cc(S(=O)(=O)NCCC2=CCCCC2)ccc1Br
-0.2	-6	-16	1.2	5	-5	2	0.8	-5	-2	Cn1c(=O)c2c(nc(NCCO)n2C)n(C)c1=O
-0.2	1	-4	0.5	13	-2	2	-8.3	-8	-14	CCCN1CCN(CCCNC(=O)CN2C(=O)c3cccnc3Oc3ccc(C)cc32)CC1
-1.0	0	9	-1.2	-1	-7	4	-0.3	.	2	CCc1ccc([C@H]2[C@@H]3C(=O)C[C@@H]4C(=O)NC(=O)[C@@H]4[C@@H]3CN2S(=O)(=O)c2ccc(C)cc2)cc1
-0.1	0	-1	1.1	1	-1	5	-0.3	-1	6	CN1CCN(c2ccc(NC(=O)c3ccc4c(c3)OCO4)cc2)CC1
2.2&3.0	-7&-3	-3&-6	-0.5&-0.2	-35&-9	-2&0	-3&5	2.8&-0.6	-9&-14	-3&-10	COC(=O)[C@H]1[C@H]2C[C@H]3c4[nH]c5ccccc5c4CCN3C[C@@H]2CC[C@@H]1O
-0.3	-1	-2	1.1	-4	0	6	-1.3	-13	-7	CCc1c(C)nc(SCCOc2ccc(OC)cc2)[nH]c1=O
-0.2	4	2	-1.4	-15	-2	-1	1.3	-8	7	CCc1nnc(NC(=O)CSc2nc3c(cc2C#N)CCCC3)s1
-1.4	7	-6	2.1	-2	-13	-36	0.8	0	-10	NS(=O)(=O)c1ccc(NCCCn2ccnc2)c([N+](=O)[O-])c1
-0.5	7	2	-0.3	-10	-2	12	8.4	-10	9	Fc1ccc(-c2nnc(-c3ccc(Cl)cc3Cl)o2)cc1
-2.2	1	0	-0.1	15	-9	-2	-2.8	-15	-2	CC(=O)c1cnn(-c2cc(Oc3ccccc3C)ncn2)c1C
-0.5	0	-3	0.5	-8	-4	-10	-2.3	17	1	Cc1ccc(NC(=O)C2CCCN2C(=O)c2cccs2)c(C)c1 (centres undefined)
-1.2	-1	0	-0.7	-4	-6	-1	0.5	-2	0	CCOC(=O)CC1CCCCN1Cc1cn(C)nc1-c1ccc2c(c1)OCCO2 (centres undefined)
-0.6	-1	0	-1.3	2	-3	-5	-0.7	-7	-7	Cc1ccc(OC(=O)CCN2C(=O)c3ccccc3C2=O)cc1C
-1.1	-1	-1	0.4	4	5	3	-0.1	-1	-10	CC(=O)OC1CCC2(C)C(=CCC3C2CCC2(C)C3CC3OC4(CCC(C)CN4)C(C)C32)C1 (centres undefined)
2.9	2	-1	1.2	-5	-1	-2	-0.1	6	-9	COc1ccc(Cn2c(C)c(C)c(C#N)c2NC(=O)Nc2ccccc2)cc1
-0.8	2	0	-0.3	0	1	0	-0.3	-5	-3	FC(F)c1nnc2ccc(Cl)nn12
-0.3	3	1	-0.4	-17	-2	0	-2.1	-10	11	O=C(c1cnn(C(=O)c2ccccc2F)c1)c1ccccc1O
0.9	4	2	3.6	-30	-1	3	1.2	12	-11	O=C(Nc1cccc(C(=O)O)c1)/C(=C\c1ccco1)NC(=O)c1ccccc1Cl
0.7	-2	1	0.7	-7	-1	0	-1.1	-1	2	O=C(NNC(=S)Nc1ccccc1)c1cc(-c2cccnc2)nc2ccccc12
-0.1	-4	3	-1.2	12	-1	3	-0.5	.	-2	Cc1c(C(=O)NCc2ccc3c(c2)OCO3)sc(=O)n1Cc1cccc(F)c1
-1.9	2	-2	.	12	-12	1	-1.7	2	-8	COCCn1c(=S)[nH]c2cc(C(=O)NCC3CCCO3)ccc2c1=O (centres undefined)
-0.4	3	0	0.0	9	-1	-3	-1.3	-1	0	O=C(NC1CC1)c1cccc(S(=O)(=O)N2CCOCC2)c1
0.1	10	5	0.0	12	4	-3	-4.4	8	-3	CCC(C)C(NC(=O)c1ccccc1NC(=O)c1ccco1)C(=O)NC1CCCCC1 (centres undefined)

Next part
TbMetRS inhib	DNMT1 inh	STEP inh	MsrA inhibitor	CendR NRP1 mod	bovine MsrA act	SUMO1 PPI mod	LMPTP block	Scp-1 inhibitor	E coli Lon inh	molecule
0.0	4	0	-0.4	4	-3	-2	-1.8	3	10	NS(=O)(=O)c1ccc(CNC(=O)CCC2CCCCC2)cc1
-0.2	2	0	1.1	10	-3	-4	-1.2	-4	-14	COCCC(=O)N1CCC(n2nccc2NC(=O)CCc2ccccc2)CC1
-0.1	3	0	-0.4	11	-2	-4	0.1	-5	-17	COc1ccc(C2NC(=O)CCC2[N+](=O)[O-])cc1 (centres undefined)
0.5	13	7	-1.3	-5	-5	18	1.8	-9	1	CC1CCc2c(c3ccccc3n2C(=O)CCl)C1 (centres undefined)
-0.8	1	-3	2.7	6	-2	-22	0.0	-4	-3	COc1ccccc1Nc1c([N+](=O)[O-])cncc1[N+](=O)[O-]
-0.2	0	-2	0.4	1	-1	-1	-0.7	-8	-4	C=CCn1c(Cc2ccc(OC)cc2)nnc1SCc1nc2ccccc2c(=O)[nH]1
0.2	-2	-2	0.5	6	-3	-1	-1.0	-3	3	CC(=O)Nc1sc2c(c1C(N)=O)CCC2
-0.4	-1	1	-0.8	-1	-8	1	1.3	6	-1	O=C(c1cc(F)ccc1F)C1CCCN(Cc2cccn2-c2ccccn2)C1 (centres undefined)
-0.6	-1	-2	0.0	2	-6	14	-1.3	-2	-4	O=C(Nc1cccc(Oc2c(F)c(F)c(F)c(F)c2F)c1)N1C[C@@H]2C[C@@H](C1)c1cccc(=O)n1C2
0.3	1	-2	1.2	11	-3	-9	-0.2	5	-3	COc1cc(OC)c(/C=N/NC(=O)COc2cccc3cccnc23)c(OC)c1
-0.3	2	1	1.0	-11	-2	3	-0.7	-7	6	COCCNC(=O)c1cn(C)c2ccc(S(=O)(=O)N(C)C3CCCCC3)cc2c1=O
0.1	-14	-1	-0.3	2	-4	1	4.7	30	3	CC(C)(C)c1nc(NC(=O)Nc2ccccc2)sc1Br
-0.8	0	5	0.4	5	-6	7	1.4	2	-7	Cc1cccc(Nc2nnc(SCC(=O)NC3CCCc4ccccc43)s2)c1 (centres undefined)
-0.7	2	-1	0.7	-8	-10	3	0.6	0	4	CCCCN(C)C(=S)Nc1ccc2nc3n(c(=O)c2c1)CCCCC3
0.3	1	1	1.6	3	-3	-2	1.2	-4	1	CCOc1ccc(OCCSc2nc3ccccc3[nH]2)cc1
-0.5	-3	-3	-0.9	-24	4	-2	-0.1	10	-9	COc1ccc(OC)c(S(=O)(=O)n2nc(-c3ccccc3)cc2N)c1
-0.1	0	-1	0.8	4	0	2	0.5	-3	-1	COc1ccc(SC[C@H](Cc2ccccc2)N2CCN(C)CCC2=O)cc1
-0.5	0	-4	-0.1	-2	-8	-7	-0.1	-5	-4	O=[N+]([O-])c1ccc(N2CCN(c3nc(-c4ccc(Cl)cc4)cs3)CC2)cc1
-0.2	2	-1	0.5	13	1	-1	-0.4	-6	-10	CC1C(=O)Nc2ccccc2N1C(=O)c1ccc(F)cc1 (centres undefined)
-0.9	2	-2	-0.6	11	-12	3	-2.0	10	-4	COc1cc2c(cc1OC)CN(C(=O)CN(C)S(=O)(=O)c1ccc(NC(C)=O)cc1)CC2
0.5	63*	-60	0.3	131	-8	-36	-2.2	8	166*	Cc1cc2nc3c(=O)n(CCc4ccccc4)c(=O)[nH]c3nc2cc1N
-0.2	0	-1	-0.4	0	-3	2	-0.8	5	-12	COc1ccc(NC(=O)c2cccc(S(=O)(=O)NCc3ccccc3)c2)cc1S(N)(=O)=O
-0.6	-2	0	-1.0	1	-6	2	2.1	-2	2	CCOC(=O)c1ccccc1NC(=O)c1ccc2c(=O)n3c(nc2c1)CCCCC3
-0.2	3	1	2.0	2	-4	-9	-0.4	-10	0	Cn1c(=O)c2c(ncn2CC(=O)N/N=C/c2ccc(Br)s2)n(C)c1=O
0.3	1	2	1.6	14	2	5	-0.9	.	-7	CCOC(=O)C(C)Oc1cccc2c(=O)n(CC(=O)Nc3ccc(OC)cc3)ccc12 (centres undefined)
-0.3	1	-6	0.1	5	-4	-1	-1.8	0	-6	O=C(O)CCCCCNC(=O)CCn1nnc2ccccc2c1=O
-0.2	2	1	1.5	16	-5	7	-1.0	1	-1	COc1ccc(CCNC(=O)C2CCC(=O)N(C3CC3)C2)c(OC)c1 (centres undefined)

One compound at a time, from the list above.
`O=[N+]([O-])c1ccc(N2CCN(c3nc(-c4ccc(Cl)cc4)cs3)CC2)cc1` as listed: TbMetRS inhib = -0.5; DNMT1 inh = 0; STEP inh = -4; MsrA inhibitor = -0.1; CendR NRP1 mod = -2; bovine MsrA act = -8; SUMO1 PPI mod = -7; LMPTP block = -0.1; Scp-1 inhibitor = -5; E coli Lon inh = -4
`CC1CCc2c(c3ccccc3n2C(=O)CCl)C1` (centres undefined) as listed: TbMetRS inhib = 0.5; DNMT1 inh = 13; STEP inh = 7; MsrA inhibitor = -1.3; CendR NRP1 mod = -5; bovine MsrA act = -5; SUMO1 PPI mod = 18; LMPTP block = 1.8; Scp-1 inhibitor = -9; E coli Lon inh = 1
